# RECQ1 inh = qHTS Assay for Inhibitors of RecQ-Like Dna Helicase 1 (RECQ1). 240,000 tested, 0.54% active. Potency, µM (series often up to 57.3 µM), without a hit: at the highest dose activity, negative = inhibition, usual class: inhibitors. RECQ1 DNA unwinding, red fluorescence kinetic read. ATP-dependent DNA helicase Q1 (Homo sapiens), P46063. AID 2549, 2010;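 further: plate controls were vehicle for no effect and no enzyme for full effect; nearly all actives have a fitted effect of over 30% in size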
#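 50 nM RECQ1T1 preincubated 15 min with compound in Tris pH 8.0 buffer with MgCl2, DTT, Tween-20 and 2.5 ug/ml poly(dI-dC); started with 200 nM TAMRA/BHQ-2 forked duplex and 2 mM ATP. Unwinding read as fluorescence (525/598 nm), two reads 2 h apart.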
# SMN2 splice up = qHTS Assay for Enhancers of SMN2 Splice Variant Expression; HEK293 SMN2-luciferase splicing reporter, luminescence, 30-36 h; Potency, µM (highest dose often 46.1 µM), without a hit: at the top dose activity change, positive = activation, actives largely listed as activators; 210,000 tested, 2.8% active; AID 1458, 2008; further: % of control where 0% means no effect; nearly all actives have a fitted effect of over 55% in size
#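 qHTS luciferase splicing reporter: luminescence rises when SMN2 exon 7 is included in transfected HEK293 cells. Compound exposure lasted 30-36 h at 37C, with 4.5 mM final sodium butyrate as control, followed by a ONE-Glo read.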
# Tau ThT inhib = qHTS for Inhibitors of Tau Fibril Formation, Thioflavin T Binding. Microtubule-associated protein tau (Homo sapiens), P10636. recombinant tau K18 P301L (four-repeat tau fragment), heparin-induced fibrillization, ThT fluorescence. Potency, µM (titrated, usually from 57.4 µM), without a hit: at the highest dose activity, negative = inhibition, hits mostly inhibitors. 270,000 tested, 2.1% active; further: on the % scale 0 is the no-effect control and ±100 the full control effect; nearly all actives have a fitted effect of over 55% in size
# Target sequence (P10636 561-689 P618L limits assumed): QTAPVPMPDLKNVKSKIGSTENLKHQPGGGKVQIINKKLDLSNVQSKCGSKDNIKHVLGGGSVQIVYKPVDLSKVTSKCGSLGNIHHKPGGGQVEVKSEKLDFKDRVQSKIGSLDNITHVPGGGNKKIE
#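 Tau K18 P301L fragment (15 uM unlabeled plus 0.24 uM Alexa 594-labeled) in 100 mM sodium acetate pH 7 with compound, fibrillization induced by 20 uM heparin for 6 hr at 37 C. Thioflavin T (30 uM) added, fluorescence read after 1 hr (ex 450, em 510 nm).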
# ALDH1A1 inh = qHTS Assay for Inhibitors of Aldehyde Dehydrogenase 1 (ALDH1A1). Aldehyde dehydrogenase 1A1 (Homo sapiens), P00352. Purified ALDH1A1, NADH fluorescence, propionaldehyde substrate. Potency, µM (series often up to 75.3 µM), inactives show top-dose activity, negative = inhibition, most hits filed as inhibitors. 220,000 tested, 7.3% active. AID 1030, 2008; active means well fitted inhibition curve with a large enough effect, not every such curve was filed as active; inconclusive means small, poorly fitted or top-dose-only effect, or another doubt; inactive means no such curve, though single readings can be large or run the other way;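 further: plate controls were no enzyme wells and a reference inhibitor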
# Target sequence (P00352 whole entry, looked up): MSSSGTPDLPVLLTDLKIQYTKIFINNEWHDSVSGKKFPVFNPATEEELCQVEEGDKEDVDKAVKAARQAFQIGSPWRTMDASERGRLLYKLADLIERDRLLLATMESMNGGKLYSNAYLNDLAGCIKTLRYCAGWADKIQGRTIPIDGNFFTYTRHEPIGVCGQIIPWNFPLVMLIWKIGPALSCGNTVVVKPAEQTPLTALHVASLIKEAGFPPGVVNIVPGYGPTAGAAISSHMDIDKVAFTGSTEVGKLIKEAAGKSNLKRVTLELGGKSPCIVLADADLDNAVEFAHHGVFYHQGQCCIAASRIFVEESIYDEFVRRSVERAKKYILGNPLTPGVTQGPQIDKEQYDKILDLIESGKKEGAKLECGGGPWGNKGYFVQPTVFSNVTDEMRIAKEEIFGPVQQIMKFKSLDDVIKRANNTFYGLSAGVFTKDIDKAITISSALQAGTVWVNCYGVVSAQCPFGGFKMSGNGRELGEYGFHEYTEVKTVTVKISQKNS
# L3MBTL1 block = qHTS Assay for the Inhibitors of L3MBTL1 | Lethal(3)malignant brain tumor-like protein 1 (Homo sapiens), Q9Y468 | AlphaScreen L3MBTL1–H3K9me1 peptide binding | Potency, µM (titrated, usually from 57.1 µM), inactives show at the top dose activity, negative = inhibition, hits mostly inhibitors | 230,000 tested, 0.66% active | AID 485360, 2010; further: on the % scale 0 is the no-effect control and ±100 the full control effect; nearly all actives have a fitted effect of over 60% in size
#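 L3MBTL1 (50 nM) pre-complexed 30 min with biotinylated H3(1-15)K9me1 peptide (75 nM), then compounds added for 30 min at room temperature; AlphaScreen streptavidin donor/nickel chelate acceptor beads (10 ug/mL final) read after 30 min dark incubation.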
# Luc counter = Counterscreen for Luciferase (Kinase-Glo TM) Inhibition; Luciferin 4-monooxygenase (Photuris pensylvanica), Q27757; Potency, µM (doses to about 38.3 µM), inactives show at the top dose activity change, negative = inhibition, most hits filed as inhibitors; 200,000 tested, 0.28% active; Kinase-Glo luciferase, ATP luminescence, 8 min; further: on the % scale 0 is the no-effect control and ±100 the full control effect; nearly all actives have a fitted effect of over 60% in size
#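 Compounds were added to a substrate mix at pH 7.2 (50 mM imidazole, 10 uM ATP, within the enzyme's linear range), followed by Kinase-Glo detection reagent; luminescence was measured after 8 minutes at ambient temperature.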
# JMJD2E inh = qHTS Assay for Inhibitors of Human Jumonji Domain Containing 2E (JMJD2E); 230,000 tested, 1.6% active; Lysine-specific demethylase 4E (Homo sapiens), B2RXH2; JMJD2E catalytic domain, FDH-coupled NADH fluorescence (FDH is formaldehyde dehydrogenase); Potency, µM (titrated, usually from 57.1 µM), for the others: top-dose activity change, negative = inhibition, most hits filed as inhibitors; active means well fitted inhibition curve with a large enough effect, not every such curve was filed as active; inconclusive means small, poorly fitted or top-dose-only effect, or another doubt; inactive means no such curve, though single readings can be large or run the other way;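 further: 0% = wells with enzyme and -100% = buffer wells without enzyme; nearly all actives have a fitted effect of over 50% in size; many of its hits are not listed in these tables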
# Target sequence (B2RXH2 1-337 limits assumed): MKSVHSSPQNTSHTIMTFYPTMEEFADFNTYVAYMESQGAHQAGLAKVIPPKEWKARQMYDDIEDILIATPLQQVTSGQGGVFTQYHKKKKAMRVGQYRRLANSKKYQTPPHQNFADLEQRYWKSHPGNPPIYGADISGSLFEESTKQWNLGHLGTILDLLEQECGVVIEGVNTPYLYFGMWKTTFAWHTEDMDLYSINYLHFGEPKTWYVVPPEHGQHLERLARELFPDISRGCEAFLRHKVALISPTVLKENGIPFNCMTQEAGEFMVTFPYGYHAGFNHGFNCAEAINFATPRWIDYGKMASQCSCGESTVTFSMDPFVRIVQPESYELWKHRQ
# Lamin A splicing = qHTS Assay for Modulators of Lamin A Splicing. 200,000 tested, 0.01% active. AID 1487, 2009. Potency, µM (series often up to 46.1 µM), for inactives: at the top dose ratio change, negative = inhibition, usual class: inhibitors. HeLa LMNA splicing GFP/RFP minigene ratio, 48 h; active means well fitted inhibition curve with a large enough effect in the signal ratio, with a control signal flat, not every such curve was filed as active; inconclusive means small, poorly fitted or top-dose-only effect, or effect the other way, or a change in a side signal; the % refers to the signal ratio; further: on the % scale 0 is the no-effect control and ±100 the full control effect
#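 S3 HeLa stable clones carrying a lamin A-EGFP splicing minigene plus DsRed2 were seeded at 600 cells/well in Opti-MEM with 2% FBS, pin-dosed and incubated 48 h at 37°C. Acumen cytometry (488 nm) gave the GFP/RFP total-intensity ratio.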
# Numbers without * were called inactive; i = inactive; ? = inconclusive; / = not tested or not shown; [ ] = another dose, or the depositor's remark. Unless noted, the call rests on the fitted dose curve; in most records, active means well fitted curve in the direction sought with a large enough effect; inconclusive means small, poorly fitted or top-dose-only effect, or another doubt; inactive means no such curve, though single readings can be large; an effect the other way counts as inactive or inconclusive. Potency means the concentration at half of the fitted maximal effect. An excerpt; count on the stated rates, not on these rows.
SMILES,RECQ1 inh,SMN2 splice up,Tau ThT inhib,ALDH1A1 inh,L3MBTL1 block,Luc counter,JMJD2E inh,Lamin A splicing
Cc1ccc(SCC(=O)NCC(C)C)cc1,i,3%,0%,-1%,-3%,1%,5%,2%
COC(=O)Nc1ccccc1C(=O)N1CCN(c2ccc(C)cc2)CC1,i,17%,0%,-13%,26%,0%,-1%,-4%
COc1ccc(C2=NO[C@@H]3[C@@H]4C[C@@H]([C@H]5C(=O)N(C)C(=O)[C@@H]45)[C@H]23)c(OC)c1,-3%,/,-7%,2%,7%,/,5%,/
C=CCn1c(Cc2ccccc2)nnc1SCc1nc2ccccc2c(=O)[nH]1,-6%,-7%,2%,-11%,9%,1%,3%,8%[9.22 µM]
O=C(Cc1ccc(-c2ccccc2)cc1)N1CCOCC1,i,15%,-13%,-10%,/,4%,-1%,-4%
CCOc1cccc(C2C(C(=O)c3ccc(C)o3)=C(O)C(=O)N2c2nccs2)c1 (configuration not stated),-7%,/,?,2%,-12%,/,1%,-1%
O=C(C1=NNCC1c1ccccc1)C1OC1c1ccccc1 (configuration not stated),-4%,/,-12%,/,-9%,/,-20%,/
COc1cc(Cl)c(S(=O)(=O)NCc2cccnc2)cc1Cl,-11%,-12%,2%,-12%,-2%,-1%,8%,?
CN1c2ccccc2C(C)(C)[C@]12C=Cc1cc(O)ccc1O2,?,8%,22µM*,-9%,/,-5%,-11%,?
CCOC(=O)CC1C(=O)NCCN1S(=O)(=O)c1cc(Cl)c(Cl)cc1Cl (configuration not stated),1%,-27%,5%,-3%,1%,-2%,-1%,-6%
CC1CCCN(c2ccc(C(=O)NCCc3ccccc3)cn2)C1 (configuration not stated),-13%,11µM*,?,?,-1%,0%,?,-11%
Nn1c(-c2cccs2)nc2sc3c(c2c1=O)CCCC3,i,6.3µM*,?,?,49%[activator],-11%,?,?
O=C(O)c1ccc(N/N=C/C2=C(N3CCOCC3)C(=C\c3ccccc3)/CC2)cc1,?,/,?,/,?,/,?,/
O=C(Nc1ccc2c(c1)OCO2)c1cnn2c(C(F)(F)F)cc(-c3ccco3)nc12,-1%,-7%,?,-3%,-5%,-3%,-2%,-13%
Cc1c(C2OC(=O)C3(CCCCC3)C(=O)C2(C)C)c(=O)n(-c2ccccc2)n1C (configuration not stated),-3%,14%,4%,-4%,-3%,-3%,-1%,2%
CCOc1ccc(S(=O)(=O)NCc2cccs2)cc1,-10%,-6%,-2%,?,/,-2%,4%,-6%
CCN(CC)C(=O)CSc1nc2cc3c(cc2c(=O)n1Cc1ccc2c(c1)OCO2)OCO3,-3%,-18%,9%,-3%,-3%[11.4 µM],2%,6%,9%
CN(C)c1ccc(N/C=C/C(=O)C(F)(F)F)cc1,-23%,-2%,10µM*,-13%,?,-1%,?,?
COc1ccc(N2C(=O)CC(N(CCc3ccc(OC)c(OC)c3)C(=S)Nc3ccccc3)C2=O)cc1 (configuration not stated),-4%,-1%,2%,27%,2%,5%,-6%,1%
O=C(COC(=O)Cn1cnc2ccccc21)NCc1ccc(F)cc1,i,-11%,-4%,-6%,21%,-1%,7%,2%[46 µM]
C=CCOC(=O)Nc1ccc(Cl)cc1NC(=O)OCC=C,i,/,-3%,1%,/,-5%,3%,-6%
O=C(NCc1ccco1)c1cccn2c(=O)c3cc4ccccc4cc3nc12,?,?,2.8µM*,4%,/,0%,-30%,1%
CCN1CCN(C(=S)c2ccc(O)cc2)CC1,19%,-7%,-16%,?,2%,3%,-17%,/
C=CCc1cccc2cc(C(=O)NCc3ccc(C(=O)OCC)o3)c(=O)oc12,-11%,11%,-16%,?,/,-1%,?,-1%
CCN1CCN(C(c2ccccc2)c2nnnn2Cc2ccc(OC)cc2)CC1 (configuration not stated),-9%,-15%,-9%,?,/,1%,-1%,/
COc1ccc(N=C2SC(CC(=O)Nc3ccc(OC)cc3OC)C(=O)N2C)cc1 (configuration not stated),i,13%,-12%,-9%,-9%,3%,-8%,-8%
C=C(C)CSc1cc(C)nc2c(-c3ccccc3)c(C)nn12,-15%,/,?,/,1%,/,1%,/
CCC(=O)/C=C1/Sc2ccc(OC)cc2N1CCO,-3%,/,-2%,-5%,-6%,-4%,-14%,?
O=C(Nc1cccc(F)c1)C1CCN(C(=O)c2ccccc2Cl)CC1,-11%,-3%,-3%,-9%,/,0%,4%,-6%
Cc1nn(-c2ccccn2)c2c1C(c1c(F)cccc1Cl)C1=C(N2)c2ccccc2C1=O (configuration not stated),i,0%,?,?,-13%,2%,-25%,1%
CC(=O)Nc1ccc(NC(=O)C2(C)CC2(Cl)Cl)cc1 (configuration not stated),i,8%,4%,-2%,10%,2%,8%,14%[46 µM]
CCCCc1nc(SCC(=O)Nc2nnc(CCCC)s2)n[nH]1,3%,21%,-3%,-14%,0%[11.4 µM],1%,13%,-18%[46 µM]
Cc1cccc(NC(=O)CCc2ccc(C)o2)c1,-4%,25%,?,-10%,/,-5%,-1%,0%
O=C(C1CCCCN1S(=O)(=O)c1ccccc1[N+](=O)[O-])N1CCCC1 (configuration not stated),0%,3%,-2%,3%,10%,1%,4%,-22%[46 µM]
Cn1nc(-c2ccc(N3CCCCC3)c(NC(=O)c3ccco3)c2)c2ccccc2c1=O,-2%,-36%[inhibitor],?,32µM*,-4%,2%,?,-1%
CCOC(=O)CSc1nnc(Cc2ccccc2)n1-c1ccc(C)cc1,-5%,-9%,-5%,-1%,-1%,1%,-1%,-4%
CCCCNC(=O)CC1C(=O)N(Cc2ccccc2)C(C)c2nc3ccccc3n21 (configuration not stated),-1%,-11%,13%,12%,61%[activator],-3%,5%,-2%
Cc1cc(NC(=O)c2cccc(S(=O)(=O)N(C)C)c2)n(-c2ccccn2)n1,-10%,2%,-20%,?,/,-5%,-3%,1%
CC1S/C(=N/N=C/c2ccco2)N(Cc2ccccc2)C1=O (configuration not stated),i,/,-2%,10µM*,-15%,/,?,?
COc1ccccc1/C=C1\CCCC2=C1Nc1nnnn1C2c1ccccc1OC (configuration not stated),1%,5%,?,25µM*,-4%,-3%,-9%,?

# Nine compounds from above, ordered by formula weight, lowest first.
SMILES,RECQ1 inh,SMN2 splice up,Tau ThT inhib,ALDH1A1 inh,L3MBTL1 block,Luc counter,JMJD2E inh,Lamin A splicing
CCC(=O)/C=C1/Sc2ccc(OC)cc2N1CCO,-3%,/,-2%,-5%,-6%,-4%,-14%,?
C=C(C)CSc1cc(C)nc2c(-c3ccccc3)c(C)nn12,-15%,/,?,/,1%,/,1%,/
C=CCOC(=O)Nc1ccc(Cl)cc1NC(=O)OCC=C,i,/,-3%,1%,/,-5%,3%,-6%
CCCCc1nc(SCC(=O)Nc2nnc(CCCC)s2)n[nH]1,3%,21%,-3%,-14%,0%[11.4 µM],1%,13%,-18%[46 µM]
O=C(Nc1cccc(F)c1)C1CCN(C(=O)c2ccccc2Cl)CC1,-11%,-3%,-3%,-9%,/,0%,4%,-6%
O=C(NCc1ccco1)c1cccn2c(=O)c3cc4ccccc4cc3nc12,?,?,2.8µM*,4%,/,0%,-30%,1%
CCN1CCN(C(c2ccccc2)c2nnnn2Cc2ccc(OC)cc2)CC1 (configuration not stated),-9%,-15%,-9%,?,/,1%,-1%,/
CCCCNC(=O)CC1C(=O)N(Cc2ccccc2)C(C)c2nc3ccccc3n21 (configuration not stated),-1%,-11%,13%,12%,61%[activator],-3%,5%,-2%
Cn1nc(-c2ccc(N3CCCCC3)c(NC(=O)c3ccco3)c2)c2ccccc2c1=O,-2%,-36%[inhibitor],?,32µM*,-4%,2%,?,-1%

# Next section:
SMILES,RECQ1 inh,SMN2 splice up,Tau ThT inhib,ALDH1A1 inh,L3MBTL1 block,Luc counter,JMJD2E inh,Lamin A splicing
COc1cc(/C=C2\COC/C(=C\c3ccc(O)c(OC)c3)C2=O)ccc1O,-12%,/,10µM*,?,?,/,-11%,?
CCN(CC)S(=O)(=O)c1ccc2c(c1)nc(SCC(=O)N1CCCCCC1)n2-c1ccc(OC)cc1,1%,10%,-19%,-2%,/,-4%,-2%,2%
COC(=O)c1cc(OC)c(OC)cc1NC(=O)CN1CCOCC1,i,48%,0%,-12%,23%[11.4 µM],2%,-18%,-1%
CC(C)[C@H](NC(=O)c1cccc(S(=O)(=O)N2CCCC2)c1)c1nc2ccccc2[nH]1,-9%,11%,-2%,7%,3%,5%,-4%,2%
CSCCC(NS(=O)(=O)c1ccc2c(c1)oc(=O)n2C)C(=O)NC1CCC(C)CC1 (configuration not stated),11%,2%,-1%,?,6%,2%,-11%,-9%
NC(=O)/C=C\c1cn(-c2ccccc2)nc1-c1ccc2c(c1)OCCO2,i,-8%,-5%,?,-3%,2%,?,?
Nc1ccc(Oc2ccc(Cl)cc2)cc1,-11%,-4%,-14%,-10%,/,2%,0%,15%
COc1ccc(NC(=S)N2CCCCCC2)cc1OC,-3%,14%,-8%,-8%,3%,2%,-5%,/
Cn1c(=O)c2c(nc(NCc3cccnc3)n2Cc2ccccc2Cl)n(C)c1=O,i,6%,1%,5%,2%,2%,-3%,/
